GLP-1R agonist: GLP-1 receptor (human) agonism; 0.007% of 380,000 active; Potency, µM (highest dose often 45.6 µM), for inactives: at the highest dose activation, usual class: activators; AID 624172; HEK293 GLP-1R CRE-luciferase, luminescence, 4-6 h; cells express a hypersensitive GLP-1R form; P43220; also: potency is read from the fitted curve at half-maximal effect; % of control where 0% means no effect
Target sequence (P43220 whole entry, looked up): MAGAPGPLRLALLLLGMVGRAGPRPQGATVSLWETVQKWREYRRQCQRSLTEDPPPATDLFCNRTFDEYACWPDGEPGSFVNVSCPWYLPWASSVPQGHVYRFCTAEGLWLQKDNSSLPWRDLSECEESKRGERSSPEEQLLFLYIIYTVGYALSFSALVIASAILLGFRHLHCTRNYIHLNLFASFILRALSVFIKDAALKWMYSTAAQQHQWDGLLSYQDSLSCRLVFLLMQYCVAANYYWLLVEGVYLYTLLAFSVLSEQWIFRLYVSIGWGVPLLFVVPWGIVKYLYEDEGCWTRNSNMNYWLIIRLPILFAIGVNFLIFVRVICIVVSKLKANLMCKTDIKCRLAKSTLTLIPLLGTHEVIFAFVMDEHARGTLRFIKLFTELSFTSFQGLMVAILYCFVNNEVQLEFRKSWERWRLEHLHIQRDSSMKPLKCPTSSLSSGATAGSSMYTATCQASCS
FUS suppressor: suppressors of FUS proteinopathy in yeast; S. cerevisiae FUS-expressing, growth rescue, OD600, 24 h; Potency, µM (top dose mostly 76.6 µM), inactives show top-dose growth rescue (activation), most hits filed as activators; 0.24% of 390,000 active; AID 1347120;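 also: potency is read from the fitted curve at half-maximal effect; plate controls were DMSO vehicle for no effect and reference control for full effect; nearly all actives have a fitted effect of over 55% in size; some results filed as inactive show a strong effect at the top dose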
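Compound concentration series was pinned onto galactose-induced FUS-expressing yeast seeded at OD 0.005. Plates sat 24hr at 30C; absorbance at 600 nm gave growth. DMSO served as background control.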
PTHR1 ag: agonists of human PTHR1 parathyroid hormone receptor; HEK293 GP2 PTHR1 cells, GloSensor cAMP luminescence, 1 h; Potency, µM (titrated, usually from 115 µM), for inactives: top-dose activation, hits mostly activators; 0.075% of 410,000 active; Q03431; also: potency is read from the fitted curve at half-maximal effect; nearly all actives have a fitted effect of over 55% in size; some results filed as inactive show a strong effect at the top dose; inactives centre near -15; many of its hits are not listed in these tables
Target sequence (Q03431 whole entry, looked up): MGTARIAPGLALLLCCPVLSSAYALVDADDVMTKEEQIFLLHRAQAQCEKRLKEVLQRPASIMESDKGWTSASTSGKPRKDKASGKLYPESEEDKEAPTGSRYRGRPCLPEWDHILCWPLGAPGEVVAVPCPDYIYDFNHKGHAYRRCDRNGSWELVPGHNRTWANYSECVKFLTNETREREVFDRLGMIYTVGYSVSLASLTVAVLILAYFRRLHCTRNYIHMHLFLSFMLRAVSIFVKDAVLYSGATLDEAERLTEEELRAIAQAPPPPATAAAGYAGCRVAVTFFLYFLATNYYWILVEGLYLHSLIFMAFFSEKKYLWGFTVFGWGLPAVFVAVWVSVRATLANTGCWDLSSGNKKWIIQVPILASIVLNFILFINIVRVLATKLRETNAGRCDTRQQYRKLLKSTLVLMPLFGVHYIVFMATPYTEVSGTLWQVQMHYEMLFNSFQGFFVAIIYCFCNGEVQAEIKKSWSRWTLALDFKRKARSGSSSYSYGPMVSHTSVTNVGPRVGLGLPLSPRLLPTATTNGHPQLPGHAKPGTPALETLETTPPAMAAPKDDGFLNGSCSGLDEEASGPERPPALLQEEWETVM
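HEK-293-derived GP2 cells expressing PTHR1 and a GloSensor cAMP reporter, 3,000/well, plated overnight, given luciferin plus IBMX (each 0.5 mM as added) for 1 h at 37 °C, then compound for 1 h at 37 °C. Luminescence was read after 15 min at room temperature.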
TDP43 rescue: TDP-43 toxicity inhibition in yeast; TDP-43 expressing yeast growth rescue, BacTiter-Glo, 24 h; AID 652104; 1.8% of 410,000 active; Potency, µM (titrated, usually from 46.1 µM), inactives show at the top dose growth rescue (activation), most hits filed as activators; also: potency is read from the fitted curve at half-maximal effect; % of control where 0% means no effect; nearly all actives have a fitted effect of over 50% in size
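Galactose-induced TDP-43 yeast, OD600=0.02, compound pinned; 24 hr, 30 deg C; BacTiter-Glo luminescence for growth. Inhibitors of TDP-43 toxicity read as activators.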
GLP-1R inv ag: acts as inverse agonist at human GLP-1 receptor | P43220 | Potency, µM (series often up to 38.3 µM), without a hit: at the highest dose activity change, negative = inhibition, hits mostly inhibitors | HEK293 GLP-1R CRE-luciferase, luminescence, 24 h; GLP-1R form is constitutively active | AID 624417 | 1.6% of 410,000 active; also: potency is read from the fitted curve at half-maximal effect; % is scaled to controls: 0 for no effect and ±100 for the full control effect; nearly all actives have a fitted effect of over 55% in size
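qHTS in 1536-well format: reporter HEK293 cells expressing constitutive GLP-1R activity in DMEM + 10% Nu serum, 24 hr with compounds at 37 deg C, luminescence read after 12 min with detection reagent.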
aSyn rescue: alpha-synuclein toxicity inhibition in yeast; Yeast expressing alpha-synuclein, growth rescue, BacTiter-Glo, 24 h; Potency, µM (highest dose often 46.1 µM), for inactives: at the top dose growth rescue (activation), hits mostly activators; 0.14% of 370,000 active; AID 652106; also: potency is read from the fitted curve at half-maximal effect; % of control where 0% means no effect; nearly all actives have a fitted effect of over 65% in size
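Screening used galactose-induced yeast with toxic alpha-synuclein levels, exposed to compound for 24 hr at 30 deg C. Cell growth, read with BacTiter-Glo luminescence, gave the measured signal.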
pAkt inh: Akt phosphorylation inhibition; Neuro2A IGF-stimulated pAkt S473 HTRF, 20 min; active compounds read low; activity change, % for hits at 50 µM; 0.32% of 360,000 active; in the data active = activity change below about -80%; inconclusive = mostly about -51% to -80%; also: % is scaled to controls: 0 for no effect and ±100 for the full control effect
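Single-point screen (50 µM final compound) in Neuro2A cells stimulated 20 min with 6 nM IGF at 37 deg C. After lysis, Ser473-phosphorylated Akt read by HTRF (ex 330 nm, em 615/665 nm) as the 665/615 ratio.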
D3 antag: D3 dopamine receptor (human) antagonism; 2.5% of 360,000 active; D3R cells, DiscoveRx beta-arrestin luminescence, antagonist mode; active compounds read low; max response, negative = inhibition, %; P35462; AID 652054; in the data active = max response below about -50%; inconclusive = no clear call, values can overlap the other calls; also: % is scaled to controls: 0 for no effect and ±100 for the full control effect; mostly tested at two doses, the higher about 12 µM
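Cells plated overnight at 1500 cells/well, then exposed to library compounds with dopamine controls for 90 minutes at 37 degrees C. DiscoveRx reagent added for 30–60 minutes at room temperature; luminescence read, quantitative HTS format.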
Abeta yeast res: A-beta toxicity reversal in yeast | yeast expressing A-beta42, growth rescue, OD600, 48 h; response scale: 0% DMSO, 100% iron-clioquinol control | Potency, µM (top dose mostly 46.1 µM), for inactives: at the top dose growth rescue, hits mostly activators | 0.063% of 410,000 active | AID 1347071; also: potency is read from the fitted curve at half-maximal effect; nearly all actives have a fitted effect of over 55% in size
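Growth rescue measured by 600 nm absorbance after 48 h yeast culture at 30 C with compound. Values normalized between DMSO and an equimolar ferric chloride plus clioquinol control.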
Starred values were filed as active, the others as inactive; i = inactive; ? = inconclusive; · = no result given; [ ] = remark or other dose. Unless noted, calls follow the shape of the dose curve; as a rule, active = well fitted curve in the direction sought with a large enough effect; inconclusive = small, poorly fitted or top-dose-only effect, or another doubt; inactive = no such curve, though single readings can be large; an effect the other way counts as inactive or inconclusive.

item	mol	GLP-1R agonist	FUS suppressor	PTHR1 ag	TDP43 rescue	GLP-1R inv ag	aSyn rescue	pAkt inh	D3 antag	Abeta yeast res
1	CCOC(=O)C1=C(c2ccccc2)Nc2ncnn2C1c1cc(OC)cc(OC)c1OC (configuration not stated)	-3%	6%	i	22%	22%	0%	i	22	3%
2	CC(NC(=O)c1ccco1)C(c1cccs1)N1CCN(c2ccccc2)CC1 (configuration not stated)	7%	-17%	-20%	-3%	?	0%	i	-12	4%
3	CCN(CC)c1ccc(NC(=O)Nc2cccc3ccccc23)cc1	5%	21%	i	-12%	-5%	1%	i	-10	-25%
4	O/N=C/c1ccnc(SCc2ccccc2)n1	18%	3%	-11%	11µM*	33%[activator]	-6%	i	-7	2%
5	Cc1cc(C)c(C#N)c(N2CCCC(C(N)=O)C2)n1 (configuration not stated)	3%	-3%	i	8%	18%	7%	i	16	3%
6	NC1(N)OC(CN2C(=O)c3ccccc3C2=O)CS1 (configuration not stated)	7%	·	i	11%	0%	-9%	i	16	-2%
7	CC(C)(C)CNC(=O)C1(C)CCN1C(=O)c1ccccc1CCc1ccccc1 (configuration not stated)	-2%	24%	i	16%	?	5%	i	-5	0%
8	O=C(Cc1ccc(Cl)cc1)Nc1ccccn1	-6%	13%	-17%	24%	12%	0%	i	-4	17%
9	CC1(C)C2CCC1(C)C(NCC(O)COc1ccc(C#N)cc1)C2 (configuration not stated)	-5%	-21%	-9%	3%	?	-5%	i	22	0%
10	O=C(OCC(=O)N1CCN(C(=O)COC(=O)c2ccc(O)cc2O)CC1)c1ccc(O)cc1O	-9%	19%	-13%	16%	16%	-1%	i	16	-13%

Reprinted at random: four compounds from above.
item	mol	GLP-1R agonist	FUS suppressor	PTHR1 ag	TDP43 rescue	GLP-1R inv ag	aSyn rescue	pAkt inh	D3 antag	Abeta yeast res
8	O=C(Cc1ccc(Cl)cc1)Nc1ccccn1	-6%	13%	-17%	24%	12%	0%	i	-4	17%
3	CCN(CC)c1ccc(NC(=O)Nc2cccc3ccccc23)cc1	5%	21%	i	-12%	-5%	1%	i	-10	-25%
4	O/N=C/c1ccnc(SCc2ccccc2)n1	18%	3%	-11%	11µM*	33%[activator]	-6%	i	-7	2%
2	CC(NC(=O)c1ccco1)C(c1cccs1)N1CCN(c2ccccc2)CC1 (configuration not stated)	7%	-17%	-20%	-3%	?	0%	i	-12	4%

Going on with the list:
item	mol	GLP-1R agonist	FUS suppressor	PTHR1 ag	TDP43 rescue	GLP-1R inv ag	aSyn rescue	pAkt inh	D3 antag	Abeta yeast res
11	COc1ccc(-n2c(COc3cccc4cccnc34)nnc2SCC(=O)O)cc1	-1%	12%	-29%	-19%	18%	-3%	i	0	5%
12	CCc1nc2ccc(C(=O)N3CCN(c4cc(Cl)ccc4C)CC3)cc2nc1CC	·	?	-47%[inhibitor]	15%	?	·	·	·	6%
13	CN(C)CCNc1ncnc2c1ncn2[C@H]1CN(Cc2ccc(Cl)cc2)C[C@@H](CO)O1	-3%	-2%	-5%	-8%	7%	-2%	i	?	-11%
14	Cc1nc(N2CCN(C(=O)c3ccco3)CC2)[nH]c(=O)c1C	13%	28%	i	1%	18%	-1%	i	3	7%
15	CCOC(=O)c1c(C)[nH]c(C)c1S(=O)(=O)NCC1CCN(Cc2cccc(F)c2)CC1	16%	12%	i	7%	?	-2%	i	-29	·
16	CCCCCCCCNCCS(=O)(=O)NCc1ccccc1OC	4%	2%	i	6%	?	-13%	i	-60*	-7%
17	CCC1(c2ccc(F)cc2)NC(=O)N(CC(=O)NCc2ccc(F)cc2)C1=O (configuration not stated)	-4%	14%	i	-2%	?	-3%	i	-4	22%
18	COc1ccc(-n2cc(-c3ccccc3)c3c(SC(C)C(C)=O)ncnc32)cc1 (configuration not stated)	·	-13%	-2%	?	?	·	·	·	?
19	CC(OCc1ccccc1)C(NC(=O)OC(C)(C)C)C(=O)NCC1CCCO1 (configuration not stated)	4%	?	-75%[inhibitor]	-9%	19%	1%	i	-9	15%
20	CC(C)C(C)NC(=O)CN1C(=O)NC(C)(c2ccc3ccccc3c2)C1=O (configuration not stated)	13%	13%	-7%	-11%	-22%	-7%	i	-9	7%
21	Cc1ccc(NC(=O)CC2C(=O)NC3CCCCC3N2C(=O)c2ccc(F)cc2)cc1C (configuration not stated)	-8%	5%	i	2%	8%	-2%	i	7	14%
22	CCOC(=O)C(=CNc1cc(OC)ccc1-n1cccc1)C(=O)OCC	16%	?	-18%	13%	26%	14%	i	91	8%
23	CCn1c(SCC(=O)Nc2ccc(C)cc2)nnc1-c1ccc(O)cc1	3%	?	-17%[57.5 µM]	-25%	0%	1%	i	10	6%
24	CC1CC(C)CN(CCCNC(=O)c2ccc3c(c2)N(Cc2ccccc2)C(=O)c2ccccc2S3=O)C1 (configuration not stated)	-7%	?	i	13%	?	-3%	i	-72*	·
25	CCOC(=O)[C@@H]1[C@H]2COc3ccc(Br)cc3[C@@H]2N2C(=O)N(c3cccc(F)c3)C(=O)[C@@]12C	-4%	34%	-9%	0%	?	15%	i	0	5%
26	COC(=O)c1ccc([N+](=O)[O-])c(CS(=O)(=O)c2ccc(Cl)cc2)c1	3%	18%	-23%	16%	24%	9%	i	11	0%
27	O=C(COC(=O)CCS(=O)(=O)c1ccccc1)NC(=O)c1ccc(OC(F)F)cc1	-17%	9%	i	8%	-6%	-5%	i	-14	9%
28	COc1ccc(-n2nnc3c(SCC(=O)N4CCCc5ccccc54)ncnc32)cc1	3%	-3%	-13%	-23%	-2%	-2%	i	-3	2%
29	CCc1ccc(NS(=O)(=O)c2cc(-c3cnc(C4CC4)o3)ccc2C)cc1	·	?	-82%[inhibitor]	?	?	·	·	·	0%
30	COc1cc(NC(=O)c2ccccc2NS(=O)(=O)c2ccc(Cl)s2)cc(OC)c1	-18%	25%	-12%	27%	?	-26%	i	2	8%
31	CC(=O)Nc1ccc(NC(=O)c2c([N+](=O)[O-])cnn2C)cc1	-10%	4%	-1%	-8%	-11%	0%	i	18	6%
32	CNC(=S)Nc1ccc2nc(C)oc2c1	2%	-2%	i	·	7%	0%	i	0	8%
33	COc1cccc(OCc2cc(C(=O)N3CCN(C4CCCCC4)C(=O)C3)no2)c1	2%	9%	-22%	25%	?	6%	i	-2	28%
34	Cc1ccc(S(=O)(=O)CCC(=O)NCCN2C(=O)S/C(=C\c3ccccc3)C2=O)cc1	-16%	·	-44%[inhibitor]	9%	-28%	1%	i	9	-7%
35	CCOc1ncccc1C(=O)Nc1nc(SC)ns1	6%	1%	-33%[inhibitor]	?	54%[activator]	2%	i	2	-9%
36	C=CCCC(=O)N(C)CCO	13%	-18%	-25%	5%	1%	-2%	i	11	5%
37	Cc1ccc(NC(=O)Cn2cc3c(n2)CCCC3)c(C)c1	·	-13%	-3%	0%[9.22 µM]	1%	·	·	·	6%
38	Cc1oc(-c2ccccc2F)nc1CN1CCC(C(=O)NCc2cccs2)CC1	15%	37%	-5%[57.5 µM]	-5%	-5%	0%	i	-52*	0%
39	Cc1cc(C(=O)OC(C(=O)Nc2ccc(C)c(Cl)c2)c2ccccc2)c(C)o1 (configuration not stated)	-7%	5%	i	-11%	?	1%	i	0	3%
40	O=c1c2c(-c3ccccc3)csc2nc2n1CCC2	0%	?	-2%[57.5 µM]	-11%	5%	-4%	i	-1	-24%
41	O=C(Cn1nnc(-c2cccs2)n1)OC1CCCCC1	6%	17%	i	9%	0%	4%	i	8	15%
42	CCC(C)n1c(=N)c(C(=O)NC2CCCC2)cc2c(=O)n3ccccc3nc21 (configuration not stated)	2%	12%	-41%[inhibitor]	-3%	0%	·	·	·	-7%
43	COc1ccc(-n2nnc3c(=O)n(CC(=O)Nc4cc(C)on4)cnc32)cc1OC	-2%	11%	-1%	·	12%	0%	i	20	8%
44	C[C@]12CC[C@@H]3c4ccc(O)cc4C(=O)C[C@H]3[C@@H]1CC[C@@H]2O	30%	-29%	i	11%	9%	3%	i	13	-12%
45	O=C(C(=O)N1CCOCC1)c1cn(CCOc2ccccc2)c2ccccc12	2%	16%	i	·	-20%	2%	i	-23	-5%
46	S=C(NCc1ccccc1)NC1CCSc2ccccc21 (configuration not stated)	-6%	5%	-91%[inhibitor]	?	?	1%	i	-3	?
47	CCc1ccc(Cn2c(CNS(=O)(=O)c3ccc(F)c(Cl)c3)nc3cccnc32)cc1	·	-13%	-23%	7%	3%	·	·	·	-3%
48	O=C(CSc1nnnn1-c1ccccc1)Nc1ccc(N2CCOCC2)cc1	6%	-1%	i	13%	23%	-8%	i	-1	-12%
49	CC(C)(C)N(Cc1ccccc1)C(=O)COC(=O)CN1C(=O)NC2(CCCC2)C1=O	-1%	·	-40%	23%	8%	1%	i	5	5%
50	C#Cc1ccc([C@@H]2C=C(C(=O)N3CCOCC3)O[C@H](OCCCCO)C2)cc1	3%	-1%	-9%	14%	-8%	-1%	i	18	3%
51	O=C(O)CCCN1C(=O)c2ccc(Oc3cccc([N+](=O)[O-])c3)cc2C1=O	4%	9%	i	-7%	15%	11%	i	-30	-3%

Compound activity deposited in PubChem BioAssay by National Center for Advancing Translational Sciences (NCATS).

This is a subset, so the mix of outcomes need not match the whole.
